AID1053144: Wnt/beta-catenin signaling activators, dose response, cell-based, iPS-derived NPC, luciferase, Wnt3a, cherry-pick (AID 1053144). 4.8% of 3,400 active. NPC TCF/LEF luciferase reporter, Wnt3a EC25, 24 h. AC30 in µM for hits, for the others activation, % at the top dose, mostly 26 µM;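 active = fitted curve reaches 30% activation at a concentration no higher than the top valid tested dose, luminescence rising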;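 also: wnt3a stimulus is conditioned medium from Wnt3a-transfected mouse L cells at 5% in well; 0% = neutral control wells and 100% = CHIR-99021 positive control wells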
Active calls of the source: *.

The opening 10 records, to show the layout:
SMILES	AID1053144
CCOc1ccc(S(=O)(=O)N2CCN(C(=O)CN3C(=O)NC(C)(C)C3=O)CC2)cc1	6%
Cc1ccccc1NC(=O)c1cc2ccccn2n1	4.8µM*
c1ccc(CSc2ccc(-c3ccc4c(c3)OCO4)nn2)cc1	7%
O=C(COn1nnc2ccccc21)NCC1CCCCC1	10%
O=C(Nc1ccc(-c2nc3ccccc3o2)cc1)c1cccnc1	15%
O=C(CSc1nncs1)NCCCc1ccccc1	2%
Fc1ccccc1-c1cc2cc3c(cc2cn1)OCO3	10%
COCc1cc(=O)n2[nH]c(C)c(-c3ccccc3)c2n1	1%
COc1ccccc1N1CCN(/N=C/c2ccc(O)cc2O)CC1	9%
CNC(=O)c1ccc(-c2cc(C(F)(F)F)nn2C)s1	8%

The list itself, from the start:
SMILES	AID1053144
CCOc1ccc(S(=O)(=O)N2CCN(C(=O)CN3C(=O)NC(C)(C)C3=O)CC2)cc1	6%
Cc1ccccc1NC(=O)c1cc2ccccn2n1	4.8µM*
c1ccc(CSc2ccc(-c3ccc4c(c3)OCO4)nn2)cc1	7%
O=C(COn1nnc2ccccc21)NCC1CCCCC1	10%
O=C(Nc1ccc(-c2nc3ccccc3o2)cc1)c1cccnc1	15%
O=C(CSc1nncs1)NCCCc1ccccc1	2%
Fc1ccccc1-c1cc2cc3c(cc2cn1)OCO3	10%
COCc1cc(=O)n2[nH]c(C)c(-c3ccccc3)c2n1	1%
COc1ccccc1N1CCN(/N=C/c2ccc(O)cc2O)CC1	9%
CNC(=O)c1ccc(-c2cc(C(F)(F)F)nn2C)s1	8%
Cc1cccc2cc(/C=N/Nc3ccc(C(=O)O)cc3)c(Cl)nc12	9%
CCCOc1ncnc2c1[nH]c1ccc(OC)cc12	15%
CCc1ccc(C(=O)COC(=O)c2cccs2)cc1	19%
COc1cccc2c1OC1(CCN(C(C)C)CC1)N1N=C(c3cccnc3)CC21 (centres undefined)	2%
CCc1ccccc1NC(=O)c1cccc(NC(=O)/C=C/c2ccco2)c1	13µM*
Cc1ccnc(NC(=O)C2COc3ccccc3O2)c1 (centres undefined)	10%
O=C(NNCc1ccccc1)c1ccccn1	8%
C(=N\Nc1nccc(-c2cccnc2)n1)/c1ccccc1	8%
Cc1ccc(N2C(=O)SC(N(CC(=O)O)c3cccc(C)c3)C2=O)cc1 (centres undefined)	5%
O=C(OCc1c(-c2ccccc2)ncc2ccccc12)N1CCOCC1	11%
NC(=O)c1ccsc1NC(=O)c1coc2ccccc2c1=O	6%
CC12CCC(C(=O)Nc3nc4ccc(Br)cc4s3)(OC1=O)C2(C)C (centres undefined)	8%
Cc1ccccc1/C(N)=N/OC(=O)/C=C/c1ccccc1	9%
Nc1nc(-c2ccc(NC(=O)c3ccco3)cc2)cs1	-2%
Cc1nc(Nc2ccccc2)sc1-c1ccccc1	6%
The listing continues:
SMILES	AID1053144
COC(=O)C1=C(N)Oc2c(oc(CO)cc2=O)C1c1ccc(F)cc1 (centres undefined)	0%
O=C(N=C1N=C2C=CC=CN2Cc2ccccc21)c1ccc(S(=O)(=O)N2CCCC2)cc1	18%
CCOc1ccc(/C=C/C(=O)c2ccccc2)cc1OC	14%
Cc1ccc2oc(C(=O)N(C)Cc3ccon3)c(C)c2c1	8%
CC(C)(C)c1ccc(NC(=O)c2ccccc2)c([N+](=O)[O-])c1	4%
CN(C)c1ccc(NC(=O)/C=C/c2ccccc2Cl)cc1	6%
Cc1ccsc1/C=N\NC(=O)c1ccc2c(c1)OCO2	4.8µM*
O=C(COC(=O)c1ccc(F)c(S(=O)(=O)N2CCCCC2)c1)NCc1ccc(F)cc1	30%
CC(=O)NC(CC(=O)NNC(=O)COc1c(C)cccc1C)c1ccccc1 (centres undefined)	-1%
CCOC(=O)c1ccc(NC(=O)CC2SCCNC2=O)cc1 (centres undefined)	4%
O=C(/C=C\c1ccco1)Oc1cccc2cccnc12	-6%
Cc1ccsc1/C=N/Nc1nc2ccccc2[nH]1	14%
O=C1OC(c2ccccc2)=C/C1=C/c1cccs1	5%
Nc1nnc(/C=C/c2ccccc2Cl)s1	9%
CCNC(=O)COc1ccc(-c2ccccc2)cc1	10%
CCOC(=O)c1ccc(NC(=O)N(CC)CC)cc1	12%
CC1CCN(C(=O)CNC(=O)c2ccc(Br)o2)CC1	7%
CC1CCc2c(sc(/N=C/c3ccco3)c2C(N)=O)C1 (centres undefined)	6%
COc1ccc2nc3oc(C(=O)N4CCCCC4)cc3cc2c1	7%
O=C(Nc1ccccc1Cl)c1cccc(COc2cc(Cl)ccc2Cl)c1	12%
COc1ccc(S(=O)(=O)n2ccc(-c3cnc(-c4ccccc4)s3)n2)cc1	4%
O=C(O)/C=C/C(=O)Nc1ccc2c(c1)C(=O)c1ccccc1C2=O	12%
Nc1[nH]n(-c2ccccc2)c(=O)c1N=Nc1ccccc1	15%
COc1ccc(-c2nc3ccc([N+](=O)[O-])cc3[nH]2)cc1	10%
O=C(O)CC(CN1C(=O)c2ccccc2C1=O)c1ccccc1 (centres undefined)	1%
Following part
SMILES	AID1053144
CCCOc1ccc(-c2nnc(N)s2)cc1	5%
Cc1cc(C(=O)Nc2ccc(Br)cc2)cs1	7%
N/C(=N\OC(=O)c1ccc2ccccc2c1)c1ccncc1	12%
COc1ccc(NC(=O)c2cc3ccccn3n2)cc1	5%
COc1ccc(-c2cnc3c(-c4ccc(F)cc4)cnn3c2N)cc1	6%
Cc1ccc(NC(=O)c2ccc(OC(=O)CCN3C(=O)c4ccccc4C3=O)cc2)cc1	5%
COc1cccc(/C=C/c2ccccn2)c1O	5%
COc1ccc(NC(=O)c2cc3ccccc3o2)cn1	8%
COc1ccc(C(=O)Nc2ccccc2C(=O)NCc2ccco2)cc1OC	1%
COc1cc(C(=O)Nc2ccc(NC(=O)C3CC3)nc2)cc(OC)c1OC	4%
Cn1c(SCc2ccc(F)cc2)nnc1-c1ccccn1	13%
COCC(=O)OCc1cc2cccc(C)c2[nH]c1=O	-2%
Fc1ccc2cc(-c3ccccc3F)ncc2c1	11%
Cn1ccnc1SCC(=O)c1c[nH]c2ccccc12	6%
Cn1c(CNc2ccc(Br)cc2)nc2ccccc21	10%
CCCc1nc2oc3c(NCC(C)O)ncnc3c2c2c1CCCC2 (centres undefined)	0%
Nc1cc2c(cc1Br)-c1ccccc1C2=NO	5%
Cc1cc(NC(=O)Nc2ccc(C)c(C)c2)no1	18%
O=C(c1ccc(N2CCOCC2)c([N+](=O)[O-])c1)N1CCN(S(=O)(=O)c2cccs2)CC1	7%
O=C(O)C1C2CCCCC2=C2CCCCC2C1C(=O)O (centres undefined)	0%
O=C(c1ccc2oc(CCCc3ccccc3)nc2c1)N1CCCC1	14%
Cc1cc(NC(=O)c2ccco2)sc1C	9%
Cc1csc(NC(=O)Nc2cccc(Cl)c2)n1	6%
COC(=O)[C@H](CC(C)C)NC(=O)N1CCCCC1C (some centres undefined)	1%
O=C(COc1ccccc1Cl)Nc1ccc(Cl)cn1	19%
Carrying on:
SMILES	AID1053144
Nc1c(C(=O)Nc2ccc3c(c2)OCCO3)nnn1Cc1ccc(Br)cc1	9%
CC(C(=O)N1CCOCC1)N1C(=O)c2cccc3cccc(c23)C1=O (centres undefined)	0%
Cc1ccc(-c2nc3ccsc3c(=O)o2)cc1	8%
Cc1ccc(-c2cnc3ccccc3n2)cc1C	-1%
Cc1ccc2c(c1)c1c(n2C)-c2[nH]ncc2CC1	9%
CCOC(=O)c1cnn(-c2ccccc2)c1NC(=O)CN1CCCCC1	-1%
N=c1oc2ccc(Cl)cc2cc1C(=O)Nc1ccc(F)cc1	7%
O=C(Nc1ccc2c(c1)nc1n2CCOC1)c1ccccc1	8%
C=CCNC(=O)/C=C/c1ccc(C(C)C)cc1	12%
CC(C)(C)C(=O)O/N=C(\N)c1ccc(-c2csnn2)cc1	13%
O=C(O)c1cc(N/N=C/c2ccc(N3CCOCC3)cc2)ccc1Cl	-1%
c1ccc2c(c1)CCc1c(-c3ccncc3)n[nH]c1-2	-2%
Cc1c(C(=O)c2ccccc2)oc2ccc3ccccc3c12	7%
CC(Sc1nc2ccccc2o1)C(=O)O (centres undefined)	6%
O=C(O)c1ccccc1SCc1cn2cc(Cl)ccc2n1	10%
Nc1[nH]n(-c2ccccc2)c(=O)c1N=Nc1ccc2c(c1)OCO2	17%
COc1ccc(/C=C/C(=O)c2cc3c(cc2N)OCO3)cc1	7%
Cc1cccc(-n2ncc3c(NCCCO)ncnc32)c1	6%
Cc1ccc(C)n1-c1ccc(C(=O)Nc2ccccc2)cc1	20%
CSc1nc(Cl)cc(Nc2ccc(O)cc2)n1	9%
CCCCNC(=O)C1(C)CCCCN1C(=O)c1c(C)noc1C (centres undefined)	10%
N=c1oc2cc(O)ccc2cc1C(=O)Nc1ccc(Cl)cc1	6%
O=c1oc2ccccc2cc1-c1nnc(NCc2ccco2)s1	16%
Cn1c(CCNC(=O)c2ccco2)nc2cc(NC(=O)c3ccco3)ccc21	12µM*
Cc1ccc(CCC(=O)Nc2ccccc2F)s1	12%
Next part
SMILES	AID1053144
CCOC(=O)Cn1cnc2c(sc3nc(C)cc(C)c32)c1=O	9%
Oc1ccc(-c2csc(Nc3ncccn3)n2)c(O)c1	15%
Cc1cccc(C(=O)OCC(=O)c2c(C)[nH]c3ccccc23)c1O	8%
O=C(O)c1cc(/C=C/c2ccc(N3CCOCC3)c([N+](=O)[O-])c2)nc2ccccc12	3%
Clc1ccc(OCc2nc(-c3ccncc3)no2)c(Br)c1	13%
O=C(/C=C/c1cccs1)NCc1cccs1	14%
Nc1c(C(=O)Nc2ccc3c(c2)OCCO3)nnn1Cc1ccc(Cl)cc1	4%
NC(=O)C1CCN(C(=O)c2cc3c(s2)CCCCC3)CC1	3%
Cc1ccccc1Nc1sc(C(=O)Nc2cccc(Cl)c2)c(N)c1C(N)=O	4%
Nc1c(-c2cccc(Cl)c2)cnc2c(-c3ccccc3)cnn12	5%
C(/C=C/c1ccccn1)=C\c1ccccc1	10%
O=C(CSc1n[nH]c(=O)n1C1CC1)c1ccc2c(c1)OCCO2	6%
Nc1c(C(=O)Nc2ccc3c(c2)OCCO3)nnn1Cc1cccc(Cl)c1	5%
CCOC(=O)c1ccc(N2Cc3ccccc3C2=NC(=O)c2ccncc2)cc1	13%
O=c1oc(CCO)cc2ccc(C#Cc3ccsc3)cc12	4.8µM*
Nc1c(-c2cccs2)cnc2c(-c3ccc(F)cc3)cnn12	5%
Cc1ccc(NC(=O)/C=C/c2ccc3c(c2)OCO3)nc1	8%
CC(C)(C)c1ccc(/C=C/C(=O)Nc2cccnc2)cc1	15%
CCN(CC)S(=O)(=O)c1ccc(O)c(NC(=O)COc2ccc(S(=O)(=O)N3CCOCC3)cc2)c1	3%
COc1ccc(C(=Cc2ccccc2[N+](=O)[O-])C(=O)O)cc1	12%
COc1ccc2c(c1)Cc1sc(NC(=O)c3ccccc3)nc1-2	17%
Cc1ccc2c(c1)Sc1c(ccc3ccccc13)N2	12%
COc1ccc2nc(Nc3ccc4c(c3)OCO4)sc2c1	-2%
O=c1oc2ccccc2cc1-c1csc(Nc2ccc(O)cc2)n1	1%
COc1cc2ccccc2cc1C(=O)Nc1ccccc1Cl	4%
(continued)
SMILES	AID1053144
C(#CC1CCCC1)c1ccc2c(c1)COc1c3ccccc3nn1-2	4%
Nc1ccc(-c2nnc(-c3ccc(N)cc3)o2)cc1	10%
CC(C)CN1CCC(=O)N(CCSc2ccccc2)CC1	7%
C/C(=N/NC(=O)c1ccco1)c1ccc(NC(=O)c2ccc(F)cc2)cc1	4%
COc1cc(SC)ccc1C(=O)Nc1ncc(Cl)cc1Cl	11%
O=C(Nc1nnc(-c2ccco2)s1)C1CC1	4%
O=C(COC(=O)c1cccc(F)c1)Nc1ccc2c(c1)OCCO2	14%
Cn1cncc1C#Cc1ccc2c(=O)c3ccccc3oc2c1	12%
CC(C)NC(=O)COc1ccc(S(=O)(=O)N(C)Cc2ccccc2)cc1	3%
O=C(Nc1cc2c(cc1Cl)OCCCO2)c1ccc(F)cc1	18%
COC(=O)c1c(NC(=O)c2ccc(C)o2)sc2c1CCCCC2	15%
CCC1(CC)Nc2ccccc2C(=O)N1c1ccc(OC)cc1	13%
CC(C)(C)c1cccc(N/C(=C\C(=O)c2ccccc2)c2ccccc2)c1	-3%
Cc1cc2nn(-c3ccc(Cl)cc3)nc2cc1N	0%
O=C(COc1ccc(Cl)cc1Cl)c1ccc[nH]1	10%
Nc1nc(-c2ccc(Cl)cc2)nnc1-c1ccc(Br)cc1	13%
O=C(Nc1ccc2c(c1)OCO2)Nc1ccccn1	14%
COCCNC(=O)c1cc(-c2cccs2)on1	17µM*
O=C(NCC1CCCO1)c1cc(-c2ccc(Cl)cc2Cl)on1 (centres undefined)	12%
NC1=NC(=O)/C(=C/C=C/c2cccs2)S1	12%
COc1cc(Cl)ccc1OCc1cc(C(=O)N2CCN(C)C(=O)[C@@H]2C)no1	15%
O=c1c2ccccc2oc2cc(-c3ccc(CN4CCOCC4)cc3)ccc12	1%
CC1=CC(=C2C(=O)c3ccccc3C2=O)C=C(C)N1Cc1ccco1	17%
COc1ccc(Nc2nc3ccccc3n2C)cc1	7%
NC(N)=Nc1nc(C2COc3ccccc3O2)cs1 (centres undefined)	3%

Fetched by compound from above (2):
SMILES	AID1053144
Cc1cc2nn(-c3ccc(Cl)cc3)nc2cc1N	0%
CC(C)CN1CCC(=O)N(CCSc2ccccc2)CC1	7%

(listing goes on)
SMILES	AID1053144
CCOC(=O)C1(Cc2ccccc2)CCCN(C(=O)COc2ccccc2OC)C1 (centres undefined)	9%
O=C(Nc1ccn(Cc2ccc(Cl)cc2)n1)c1ccccc1	10%
Cc1csc(NC(=O)c2sccc2C)n1	5%
COc1ccc(N2C(=O)c3ccccc3C2O)cc1 (centres undefined)	8%
O=C(O)CCCC(=O)Nc1ccc(OCc2nc3ccccc3s2)cc1	7%
Cc1nc(Nc2ccccc2)sc1C(=O)c1ccccc1	8%
Cc1cc(C(=O)COc2ccc(Br)cc2F)c(C)n1C1CC1	3%
CCOCC(=O)N1CCN(Cc2ccc3c(c2)OCO3)CC1	-1%

Bioassay records (PubChem)

This is a subset, so the mix of outcomes need not match the whole.
